HT1080 IDH1KD tx = qHTS for induction of synthetic lethality in tumor cells producing 2HG: qHTS for the HT-1080-IDH1KD cell line. HT-1080 IDH1 knockdown viability, ATP luminescence, 48 h. AID 686971, 2013. hit rate 2% among 360,000. Potency, µM (doses to about 46.1 µM), without a hit: at the top dose activity, negative = toxicity, usual class: cytotoxic;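 further: potency means the concentration at half of the fitted maximal effect; 0% = DMSO wells and -100% = cell-free medium wells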
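Cytotoxicity counter-line: IDH1KD HT-1080, 48 h, CellTiter-Glo. Curves classed by r2, magnitude and activity.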
HT1080NT lethal = qHTS for induction of synthetic lethality in tumor cells producing 2HG: qHTS for the HT-1080-NT fibrosarcoma cell line. HT-1080-NT fibrosarcoma viability, CellTiter-Glo ATP luminescence, 48 h. Potency, µM (doses to about 46.1 µM), without a hit: at the top dose activity, negative = less viability, actives largely listed as cytotoxic. hit rate 1.6% among 360,000. AID 686970, 2013;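 further: NT is the 2HG producing partner of a matched IDH1 knockdown line; potency means the concentration at half of the fitted maximal effect; 0% = DMSO-treated cells and -100% = media-only wells without cells; nearly all actives have a fitted effect of over 55% in size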
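Toxicity toward the 2HG-producing NT line was scored as %Activity, normalised to DMSO and no-cell wells, from CellTiter-Glo luminescence after 48 hours' treatment.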
S2 tox = Viability Counterscreen for Primary qHTS for Inhibitors of ATXN expression. Potency, µM (titrated, usually from 56.7 µM), usual class: cytotoxic. hit rate 0.49% among 400,000. S2 cells (HEK-293 line with an ATXN2-luciferase reporter) viability, CellTiter-Fluor protease fluorescence, 24 h; further: potency means the concentration at half of the fitted maximal effect; nearly all actives have a fitted effect of over 40% in size
IL1B secr inh = qHTS for Inhibitors of Inflammasome Signaling: IL-1-beta AlphaLISA Primary Screen. hit rate 4.7% among 360,000. activity change, % at 57.5 µM. THP-1 LPS/ATP IL-1B secretion, AlphaLISA, 16 h; hits give low values; in the data active means activity change below about -50%; inconclusive means mostly about -30% to -49%; further: on the % scale 0 is the no-effect control and ±100 the full control effect
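Secreted IL-1B measured by AlphaLISA bead assay after 16 h compound exposure of THP-1 cells; compounds (final up to 57.5 uM) added 1 h before LPS (250 ng/mL) and ATP (1.25 mM) stimulation; lower signal means less secretion.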
ATXN2 expr inh = Primary qHTS for Inhibitors of ATXN expression. HEK-293 ATXN2-luciferase reporter, luminescence, 24 h. Potency, µM (top dose mostly 57 µM), without a hit: at the top dose activity change, negative = inhibition, most hits filed as inhibitors. hit rate 0.72% among 360,000. AID 1745845, 2022; further: potency means the concentration at half of the fitted maximal effect; on the % scale 0 is the no-effect control and ±100 the full control effect; nearly all actives have a fitted effect of over 55% in size
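ATXN2-luciferase reporter cells (luciferase flanked by upstream and downstream ATXN2 gene portions) were treated 24 h at 37 °C with compounds at up to 57 uM. SteadyGlo luminescence gave expression; GF-AFC fluorescence gave viability.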
KB-3-1 tox = qHTS assay for MDR1-selective chemotherapeutics: Primary screen using the parental adenocarcinoma cell KB-3-1; KB-3-1 viability, CellTiter-Glo ATP luminescence, 72 h; Potency, µM (titrated, usually from 46.1 µM), for inactives: at the highest dose activity change, negative = cytotoxic, actives largely listed as cytotoxic; hit rate 1.4% among 400,000; AID 1347075, 2019; further: potency means the concentration at half of the fitted maximal effect; on the % scale 0 is the no-effect control and ±100 the full control effect; nearly all actives have a fitted effect of over 60% in size
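KB-3-1 cells, DMEM (no phenol red) + 10% FBS; compound by pin transfer, 72 h, 37 °C. Readout: CellTiter-Glo luminescence after 10 min. Data normalized, curve-fitted.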
KB-V1 MDR tox = qHTS assay for MDR1-selective chemotherapeutics: Primary screen using the drug-selected MDR subline cells KB-V1; AID 1347076, 2019; KB-V1 MDR cells viability, CellTiter-Glo, 72 h; Potency, µM (titrated, usually from 46.1 µM), for inactives: at the highest dose activity change, negative = cytotoxicity, most hits filed as cytotoxic; hit rate 3.4% among 400,000; further: potency means the concentration at half of the fitted maximal effect; on the % scale 0 is the no-effect control and ±100 the full control effect; nearly all actives have a fitted effect of over 60% in size
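KB-V1 MDR subline cells in DMEM (phenol-red free, 10% FBS) exposed to compounds in qHTS concentration series for 72 h at 37 degrees C. Viability read by CellTiter-Glo luminescence; concentration-effect curves fitted after normalization and correction.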
SW480 rerep = A quantitative high throughput screen for small molecules that induce DNA re-replication in SW480 colon adenocarcinoma cells. SW480 DNA re-replication, Hoechst DNA content imaging, 48 h. hit rate 1.8% among 340,000. Potency, µM (top dose mostly 46.1 µM), for inactives: at the highest dose re-replication activation, usual class: activators; further: potency means the concentration at half of the fitted maximal effect; % of control where 0% means no effect; nearly all actives have a fitted effect of over 55% in size
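Per well, 250 cells were exposed to pinned compound for 48 hr. Nuclear DNA was visualised with Hoechst (40 min, 37 C) and total object intensity recorded by fluorescence scanning.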
MCF10A rerep = A quantitative high throughput screen for small molecules that induce DNA re-replication in MCF 10a normal breast cells | MCF 10A DNA re-replication, Hoechst nuclear intensity, 48 h | Potency, µM (titrated, usually from 46.1 µM), without a hit: at the highest dose activity, positive = re-replication, hits mostly activators | hit rate 2.9% among 350,000 | AID 624296, 2012; further: potency means the concentration at half of the fitted maximal effect; % of control where 0% means no effect; nearly all actives have a fitted effect of over 50% in size
An asterisk follows results filed as active; i = inactive; ? = inconclusive; · = not tested or not shown; [ ] = remark or other dose. Unless noted, the call rests on the fitted dose curve; in most records, active means well fitted curve in the direction sought with a large enough effect; inconclusive means small, poorly fitted or top-dose-only effect, or another doubt; inactive means no such curve, though single readings can be large; an effect the other way counts as inactive or inconclusive.

[1] O=C(O)CCNC(=O)C12CC3CC(CC(C3)C1)C2
[2] O=C(CC1Oc2ccccc2NC1=O)NCCCN1CCN(Cc2ccccc2)CC1 (centres undefined)
[3] Cc1cccc(-c2nc3sc(C)cc3c(=O)o2)c1
[4] COc1ccc2cc3cc(C(=O)N4CCN(c5ccccn5)CC4)oc3nc2c1
[5] COC(=O)C(NC(=O)c1ccccc1Cl)(Nc1ncc(S(=O)(=O)c2ccc([N+](=O)[O-])cc2)s1)C(F)(F)F (centres undefined)
[6] COc1ccc(CC(=O)Nc2ccc3c(c2)OCO3)cc1S(=O)(=O)N1CCOCC1
[7] O=C(NCCc1ccccc1)Nc1cccc(Cl)c1
[8] Cc1ccc(S(=O)(=O)C(C#N)c2nc3ccccc3nc2N2CCC(C)CC2)cc1 (centres undefined)

compound no.	1	2	3	4	5	6	7	8
HT1080 IDH1KD tx	15%	-3%	13%	2%	0%	2%	-16%	-1%
HT1080NT lethal	7%	0%	22%	10%	14%	7%	-13%	-1%
S2 tox	i	i	i	?	i	i	i	i
IL1B secr inh	0	14	25	6	?	-10	-16	23
ATXN2 expr inh	-6%	5%	6%	·	-7%	-5%	0%	4%
KB-3-1 tox	5%	16%	-1%	1%	?	-4%	-25%	0%
KB-V1 MDR tox	7%	?	-4%	3%	13µM*	-3%	-2%	1%
SW480 rerep	2%	0%	-2%	24%	?	-3%	2%	-5%
MCF10A rerep	-5%	18%	0%	-5%	?	-1%	-7%	?

[9] CCOCCCn1c(=S)[nH]c2cc(C(=O)N3CCC(C(N)=O)CC3)ccc2c1=O
[10] CCOC(=O)C1CCCN(C(=O)c2cc3c(OC)c(OC)c(OC)cc3[nH]2)C1 (centres undefined)
[11] CCS(=O)(=O)C1=NN2C(=N)/C(=C\c3ccc(OS(=O)(=O)c4ccccc4)cc3)C(=O)N=C2S1
[12] O=C(COc1ccccc1F)N1N=C(c2cccs2)CC1c1ccco1 (centres undefined)
[13] CCOC(=O)C1=C(C)NC(=O)NC1c1ccc2c(c1)OCO2 (centres undefined)
[14] O=C(CCc1nnc2n(Cc3ccccc3Cl)c(=O)c3ccccc3n12)NCCCN1CCOCC1
[15] CCOC(=O)Cc1csc(NC(=O)Nc2cccc(OC)c2)n1
[16] COc1ccc2c(C)cc(SCn3nnc4ccccc4c3=O)nc2c1

compound no.	9	10	11	12	13	14	15	16
HT1080 IDH1KD tx	16%	1%	13%	-12%	0%	1%	-9%	-5%
HT1080NT lethal	0%	8%	1%	-14%	2%	4%	-4%	-8%
S2 tox	i	i	i	i	i	i	i	i
IL1B secr inh	16	-10	3	-9	-11	-5	-8	7
ATXN2 expr inh	1%	5%	-4%	-6%	2%	·	14%	4%
KB-3-1 tox	7%	4%	-16%	?	-5%	-1%	-8%	-9%
KB-V1 MDR tox	-1%	1%	?	-9%	0%	12%	?	-23%
SW480 rerep	-6%	-10%	4%	?	11%	-11%	-9%	1%
MCF10A rerep	3%	3%	?	?	-5%	-5%	-4%	0%

[17] O=C(Nc1ccccc1)c1ccccc1OCc1cccc([N+](=O)[O-])c1
[18] CCO[C@@H]1OC(C(=O)N2CCOCC2)=C[C@H](C)[C@H]1CCCO
[19] c1ccc(CNc2ncnc3sc4c(c23)CCCC4)nc1
[20] O=C(Nc1ccccc1)NC1CCN(CCCN2C(=O)c3ccccc3C2=O)CC1
[21] CC1CCN(CCCNC(=O)C2CC(=O)N(CCc3ccccc3)C2)CC1 (centres undefined)
[22] Cc1ccnc(N/C=C(/NC(=O)c2ccccc2)C(=O)NN)n1
[23] Cc1onc(-c2c(Cl)cccc2Cl)c1C(=O)c1c[nH]c(C(=O)NCC2CCCO2)c1 (centres undefined)
[24] COC(=O)c1sc(NC(=O)/C=C/c2ccccc2Cl)nc1C

compound no.	17	18	19	20	21	22	23	24
HT1080 IDH1KD tx	11%	14%	-4%	6%	9%	6%	5%	3%
HT1080NT lethal	7%	20%	-4%	13%	19%	19%	-6%	-5%
S2 tox	i	i	·	i	i	i	i	i
IL1B secr inh	8	18	-12	7	16	37	-6	-14
ATXN2 expr inh	4%	10%	-13%	3%	2%	-2%	-12%	-9%[11.3 µM]
KB-3-1 tox	11%	13%	-6%	-3%	14%	14%	-1%	-3%
KB-V1 MDR tox	-1%	9%	8.2µM*	5%	20%	-4%	?	-7%
SW480 rerep	-6%	-1%	-1%	-2%	-21%	-12%	-16%	20%
MCF10A rerep	10%	-10%	6%	-4%	1%	1%	15%	-4%

[25] OC(COc1ccc(CN2CCSCC2)cc1)CN1CCCCC1 (centres undefined)
[26] CC(CNC(=O)CCn1c(=O)c2cccn2c2ccc(F)cc21)c1ccccc1 (centres undefined)
[27] Fc1ccc(OCc2nnc(SCCN3CCOCC3)o2)cc1
[28] CC(C)NC(=O)C1(C)CCN1C(=O)c1cccc(F)c1 (centres undefined)
[29] O=C(Nc1ccnn1C1CCN(C(=O)c2ccc(Cl)cc2)CC1)C1CC1
[30] Cc1ccccc1OCC(=O)OCc1cc(=O)n2nc(C3CC3)sc2n1
[31] C=CCn1c(SCC(=O)NCC(c2ccccc2)N(C)C)nnc1C1CCCCC1 (centres undefined)
[32] CCC(=O)OCc1cc(=O)oc2ccc3ccccc3c12

compound no.	25	26	27	28	29	30	31	32
HT1080 IDH1KD tx	-6%	3%	0%	2%	7%	·	0%	-12%
HT1080NT lethal	0%	0%	-12%	4%	10%	·	0%	-1%
S2 tox	i	i	i	i	i	i	i	i
IL1B secr inh	-12	0	0	34	0	·	-3	-13
ATXN2 expr inh	·	0%	-4%	12%	3%	11%	·	-10%
KB-3-1 tox	-1%	3%	-4%	0%	-13%	-1%	0%	11%
KB-V1 MDR tox	3%	12%	-12%	1%	-6%	-1%	1%	-2%
SW480 rerep	25%	-4%	4%	·	3%	·	-7%	3%
MCF10A rerep	0%	-1%	0%	·	2%	·	9%	6%

Grouped by structure, the compounds so far with an aryl methoxy group
[4] COc1ccc2cc3cc(C(=O)N4CCN(c5ccccn5)CC4)oc3nc2c1
[6] COc1ccc(CC(=O)Nc2ccc3c(c2)OCO3)cc1S(=O)(=O)N1CCOCC1
[10] CCOC(=O)C1CCCN(C(=O)c2cc3c(OC)c(OC)c(OC)cc3[nH]2)C1 (centres undefined)
[15] CCOC(=O)Cc1csc(NC(=O)Nc2cccc(OC)c2)n1
[16] COc1ccc2c(C)cc(SCn3nnc4ccccc4c3=O)nc2c1

compound no.	4	6	10	15	16
HT1080 IDH1KD tx	2%	2%	1%	-9%	-5%
HT1080NT lethal	10%	7%	8%	-4%	-8%
S2 tox	?	i	i	i	i
IL1B secr inh	6	-10	-10	-8	7
ATXN2 expr inh	·	-5%	5%	14%	4%
KB-3-1 tox	1%	-4%	4%	-8%	-9%
KB-V1 MDR tox	3%	-3%	1%	?	-23%
SW480 rerep	24%	-3%	-10%	-9%	1%
MCF10A rerep	-5%	-1%	3%	-4%	0%

New compounds follow:
[33] CN(C)c1cccc(NC(=O)C2Cc3c(-c4cccnc4)ccnc3O2)c1 (centres undefined)
[34] COc1ccc(N2C(=O)c3cc4ccccc4cc3C2=O)cc1
[35] Cc1cc(C)c2c(=O)[nH]c(SCc3ccccc3C)nc2n1
[36] CCCCOC(=O)/C=C/c1c(C)[nH]c(=O)[nH]c1=O
[37] CCOc1ccc(-n2cc(C(=O)NCc3ccco3)c3cc(OC)c(OC)cc3c2=O)cc1
[38] CCOC(=O)C1CCN(CC(O)COc2ccc(C(C)=O)cc2)CC1 (centres undefined)
[39] COCCn1c(=S)[nH]c2cc(C(=O)N3CCN(c4cccc(Cl)c4)CC3)ccc2c1=O
[40] CCCCCC(=O)N[C@@H](c1ccccc1)[C@@H](O)C(=O)O[C@H]1C[C@@]2(O)[C@@H](OC(=O)c3ccccc3)C3[C@](C)(C(=O)[C@H](OC(C)=O)C(=C1C)C2(C)C)[C@@H](O)C[C@H]1OC[C@@]31OC(C)=O (some centres undefined)
[41] C[C@H]1CN([C@@H](C)CO)C(=O)CCCn2nncc2CO[C@@H]1CN(C)Cc1ccc(Oc2ccccc2)cc1
[42] Fc1ccc2nc(C(F)(F)F)cc(N3CCOCC3)c2c1
[43] CCC(=O)Nc1ccc2c(c1)OC[C@@H](C)N(Cc1cccc(F)c1)C[C@@H](C)[C@@H](OC)CN(C)C2=O

compound no.	33	34	35	36	37	38	39	40	41	42	43
HT1080 IDH1KD tx	1%	13%	-14%	-1%	-4%	0%	-10%	0.0058µM*	-6%	6%	9%
HT1080NT lethal	0%	0%	-21%	9%	-3%	0%	-7%	?	-8%	?	5%
S2 tox	i	i	i	i	?	i	i	·	i	i	·
IL1B secr inh	-8	16	18	-4	30	52	-16	-1	8	4	4
ATXN2 expr inh	-10%	·	-3%	-7%	-16%	-6%	-29%	?	-34%	0%	·
KB-3-1 tox	-1%	7%	27%	-7%	0.52µM*	-1%	-3%	0.21µM*	-19%	-4%	-4%
KB-V1 MDR tox	-1%	19%	8%	?	-12%	-26%	-10%	?	0%	-2%	?
SW480 rerep	·	3%	4%	0%	11%	1%	?	0.18µM*	·	-3%	·
MCF10A rerep	·	1%	16%	18%	?	17%	?	?	·	8%	·
